Bioassay records (PubChem BioAssay)
EP2 mod – EP2 receptor (human) modulation; P43116; EP2-expressing cells, cAMP HTRF FRET, PGE2 co-stimulation; induction, % at 25 µM; 260,000 tested, 0.83% active; AID 940;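 active = compounds whose cAMP rise, as percent of the full-agonist control response, exceeds 60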;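 also: rat C6 glioma line stably carrying human EP2 under a CMV promoter; the protocol text gives 20 µM as final concentration; 100% = response of wells given 1 µM PGE2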
Target sequence (P43116 whole entry, looked up): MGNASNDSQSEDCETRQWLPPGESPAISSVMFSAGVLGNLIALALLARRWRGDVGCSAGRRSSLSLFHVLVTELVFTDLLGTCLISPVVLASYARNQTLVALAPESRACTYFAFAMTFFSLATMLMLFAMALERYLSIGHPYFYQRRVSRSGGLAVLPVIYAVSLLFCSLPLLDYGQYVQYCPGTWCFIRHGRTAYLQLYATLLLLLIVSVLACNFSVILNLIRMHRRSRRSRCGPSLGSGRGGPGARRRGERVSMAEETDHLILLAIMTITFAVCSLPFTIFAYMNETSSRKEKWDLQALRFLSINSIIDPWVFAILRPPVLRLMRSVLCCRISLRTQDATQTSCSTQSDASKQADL
* = called active by the depositor; & = joins results of further samples. A portion of the library, so the mix of outcomes need not match the whole.

Results for CO/N=C(/C(=O)N[C@@H]1C(=O)N2C(C(=O)O)=C(CSc3nc(=O)c(O)nn3C)CS[C@H]12)c1csc(N)n1 ?
EP2 mod: 26.0&7.8

Results for CCc1nc2ccc(NC(=O)CCn3nc(C)c(C)c3C)cc2[nH]1 ?
EP2 mod: 18.2

How did CC(=O)C1=C(O)C(=O)NC1c1ccccc1Cl (stereo unspecified) do in these assays?
EP2 mod: -0.7

What do the screens show for `Cc1ccc2[nH]c(=O)c(CN(Cc3ccc4c(c3)OCO4)C(=O)Nc3ccc(F)cc3)cc2c1`?
EP2 mod: -24.4

What do the screens show for `O=C1CSC(=S)N1c1cccc(Cl)c1`?
EP2 mod: -70.3

What do the screens show for `CC1Oc2ccc(S(=O)(=O)N(C)CCO)cc2NC1=O` (stereo unspecified)?
EP2 mod: -33.5

Results for Cn1c(=O)c2[nH]c(CSCc3ccccc3)nc2n(C)c1=O ?
EP2 mod: 45.0

What do the screens show for `C[C@@H](Cn1nnc2ccccc21)NC(=O)c1ccc(N2CCCCS2(=O)=O)cc1`?
EP2 mod: 15.1

Results for CN(C)c1ccc(NC(=O)CSc2nc3sc4c(c3c(=O)[nH]2)CCC4)cc1 ?
EP2 mod: -12.3

What do the screens show for `O=C(CSc1ncc(-c2ccc(Cl)cc2)[nH]1)Nc1ccc(S(=O)(=O)NC2CCCC2)cc1`?
EP2 mod: -47.2

What do the screens show for `Cc1ccc(Oc2ccc(CNC(=O)c3cc(-c4cnn(C)c4)n[nH]3)cc2)cc1`?
EP2 mod: -84.1

How did CC(C)C(=O)N1CCN(c2ccc(NC(=O)c3ccccc3Cl)cc2Cl)CC1 do in these assays?
EP2 mod: -26.4

Ordered by molecular weight (rising): part of the list above
Results for CCc1nc2ccc(NC(=O)CCn3nc(C)c(C)c3C)cc2[nH]1 ?
EP2 mod: 18.2

What do the screens show for `Cc1ccc(Oc2ccc(CNC(=O)c3cc(-c4cnn(C)c4)n[nH]3)cc2)cc1`?
EP2 mod: -84.1

How did CC(C)C(=O)N1CCN(c2ccc(NC(=O)c3ccccc3Cl)cc2Cl)CC1 do in these assays?
EP2 mod: -26.4

What do the screens show for `Cc1ccc2[nH]c(=O)c(CN(Cc3ccc4c(c3)OCO4)C(=O)Nc3ccc(F)cc3)cc2c1`?
EP2 mod: -24.4

Results for CO/N=C(/C(=O)N[C@@H]1C(=O)N2C(C(=O)O)=C(CSc3nc(=O)c(O)nn3C)CS[C@H]12)c1csc(N)n1 ?
EP2 mod: 26.0&7.8

Remaining list, next part.
How did CCc1cc(=O)[nH]c(NC2CCN(C(=O)c3ccc4c(c3)OCO4)CC2)n1 do in these assays?
EP2 mod: -9.3

What do the screens show for `CCOC(=O)c1c(C)cc(OC)cc1O`?
EP2 mod: -12.1

What do the screens show for `C=CC[N+]1(CC#Cc2cccc3ccccc23)CCOCC1`?
EP2 mod: -8.4

Results for N#CCn1c(Cc2ccccc2)nc2ccccc2c1=O ?
EP2 mod: 26.2

How did Cc1cc(C)c(S(=O)(=O)N(CCO)Cc2cc3cccc(C)c3[nH]c2=O)c(C)c1 do in these assays?
EP2 mod: -20.6

Results for COC(=O)[C@H]1CN(C(=O)c2n[nH]c(=O)c3ccccc23)C[C@@H]1c1ccc(F)cc1 ?
EP2 mod: -63.3

What do the screens show for `COC(=O)CN1C(=O)C(O)=C(C(C)=O)C1c1ccc(OC)c(OC)c1` (stereo unspecified)?
EP2 mod: -6.8

How did C=C(C)Cn1nc(C)c(CN(C)CCOc2ccccc2)c1C do in these assays?
EP2 mod: -39.0

Results for COC(=O)CCCC(=O)O ?
EP2 mod: 36.8

Results for CC(=O)NC1(c2ccccc2)CCN(CC(=O)N2CCOCC2)CC1 ?
EP2 mod: -148.9

What do the screens show for `CC(=O)NC1CC2CCCC(C1)N2C(=O)Nc1cc(C)cc(C)c1` (stereo unspecified)?
EP2 mod: 0.6

What do the screens show for `O=C1CCc2cc(S(=O)(=O)NCc3ccccc3CN3CCOCC3)ccc2N1`?
EP2 mod: -77.3

Results for CCc1c(C)sc2nc(C)nc(SCC(=O)Nc3ccccc3OC)c12 ?
EP2 mod: 66.2*

How did C[n+]1cn(CC(O)COc2cccc3ccccc23)c2ccccc21 (stereo unspecified) do in these assays?
EP2 mod: 8.5

How did O=C(Nc1cccc(NC(=O)c2ccc3c(c2)OCCO3)c1)c1ccccc1 do in these assays?
EP2 mod: -133.8

Results for Cc1nnc(SCC#N)n1Cc1ccccc1 ?
EP2 mod: 4.4

What do the screens show for `COCCn1nnnc1CN1CCC(NC(=O)c2cccc(OC)c2)CC1`?
EP2 mod: -4.5

Results for CC1(C)CC(=O)C2=C(C1)OC(N)=C(C#N)C2c1cc2c(cc1Br)OCO2 (stereo unspecified) ?
EP2 mod: 11.5

Results for CCOC(=O)Cn1nc(C)n2c(cc3sc(C)cc32)c1=O ?
EP2 mod: -13.4

What do the screens show for `CCc1nc(N=C(N)N)nc2ccc(C)cc12`?
EP2 mod: 8.2

Results for CC1(C)Cc2c(c(N3CCOCC3)nc3sc4c(N5CCCC5)ncnc4c23)CO1 ?
EP2 mod: 8.2

Results for Cc1cc2cc(C(c3nnnn3Cc3ccccc3)N3CCCC(C)C3)c(=O)[nH]c2cc1C (stereo unspecified) ?
EP2 mod: 19.3

How did O=C(N1CCC(Nc2nc(C(F)(F)F)cc(=O)[nH]2)CC1)C1(c2ccccc2)CC1 do in these assays?
EP2 mod: 28.4

Results for Cc1cccc(C(C(=O)NC2CCCCC2)N(C(=O)c2csnn2)C2CC2)c1 (stereo unspecified) ?
EP2 mod: 35.6

Of the compounds above, 5 have an aryl thioether with sulfur outside any ring:
Results for CO/N=C(/C(=O)N[C@@H]1C(=O)N2C(C(=O)O)=C(CSc3nc(=O)c(O)nn3C)CS[C@H]12)c1csc(N)n1 ?
EP2 mod: 26.0&7.8

Results for CN(C)c1ccc(NC(=O)CSc2nc3sc4c(c3c(=O)[nH]2)CCC4)cc1 ?
EP2 mod: -12.3

What do the screens show for `O=C(CSc1ncc(-c2ccc(Cl)cc2)[nH]1)Nc1ccc(S(=O)(=O)NC2CCCC2)cc1`?
EP2 mod: -47.2

Results for CCc1c(C)sc2nc(C)nc(SCC(=O)Nc3ccccc3OC)c12 ?
EP2 mod: 66.2*

Results for Cc1nnc(SCC#N)n1Cc1ccccc1 ?
EP2 mod: 4.4

The listing continues:
Results for COc1ccc(-n2ncc3c(=O)n(CC(=O)NC4CCCCC4C)cnc32)cc1 (stereo unspecified) ?
EP2 mod: -12.9

How did CCCn1cc(NC(=O)[C@H]2C[C@@H](c3ccc(F)cc3)NS(=O)(=O)N2C)cn1 do in these assays?
EP2 mod: -9.8

What do the screens show for `COc1ccccc1C1(O)CCN(CC(O)c2ccc(C)cc2)CC1` (stereo unspecified)?
EP2 mod: -61.5

Results for Cc1cccc(Cn2c(CCCO)nc3ccccc32)c1 ?
EP2 mod: -34.4

Results for Cc1ccc2nc(SC(C)C(=O)NCc3ccccc3)c(C)cc2c1 (stereo unspecified) ?
EP2 mod: 34.9

What do the screens show for `COc1ccc(Cl)cc1NC(=O)C1CCN(C(=O)c2ccccc2Cl)CC1`?
EP2 mod: -21.9

What do the screens show for `CN(C)c1ncnc2c1ncn2CCn1cnc2c(N(C)C)ncnc21`?
EP2 mod: 28.7

How did Cc1cc(C)c2nc3sc(C(=O)N4CCc5ccccc54)c(N)c3cc2c1 do in these assays?
EP2 mod: 0.5

How did CC1CCCCC1NC(=O)Cn1c(=O)n(Cc2ccco2)c2ncccc21 (stereo unspecified) do in these assays?
EP2 mod: -16.8

Results for CC(OC(=O)c1nsc(Cl)c1Cl)C(=O)NC1CCCC1 (stereo unspecified) ?
EP2 mod: -25.3

How did COc1ccc(NC(=O)N2CCC(n3cnc4cccnc43)CC2)cc1 do in these assays?
EP2 mod: -5.1

How did Cc1ccc(N(C(=O)c2cnccn2)C(C(=O)NC2CCCCC2)c2cccs2)cc1 (stereo unspecified) do in these assays?
EP2 mod: 17.2

How did O=C(Cn1nc(-c2ccc(F)cc2)n(-c2ccncc2)c1=O)N1CCCC1 do in these assays?
EP2 mod: -31.2

What do the screens show for `CCn1c(=O)oc2cc(S(=O)(=O)NCC3(c4ccccc4)CCOCC3)ccc21`?
EP2 mod: -50.9

Results for O=C(Nc1ccc2nc(-c3ccc4nc[nH]c4c3)[nH]c2c1)c1ccco1 ?
EP2 mod: -70.5

What do the screens show for `Cc1ccc2cc(C)c3nnc(SCC(=O)N4CCc5ccccc54)n3c2c1C`?
EP2 mod: 2.4

Results for Cc1ccc(C)c2[nH]c(=O)c(C(c3nnnn3Cc3ccc(F)cc3)N3CCc4ccccc4C3)cc12 (stereo unspecified) ?
EP2 mod: -19.4

What do the screens show for `CCOCCCNC(=O)C(=O)NCc1ccc2c(c1)OCO2`?
EP2 mod: 4.5

Results for CCCNC(=S)N(Cc1cc2c(C)ccc(C)c2[nH]c1=O)C1CCCCC1 ?
EP2 mod: 11.5

How did CCNC(=S)N(Cc1ccc(OC)cc1)Cc1cc2cc(OC)ccc2[nH]c1=O do in these assays?
EP2 mod: -3.7

What do the screens show for `Cc1cccc2cc(CN(CC3CCCO3)C(=O)Nc3cccc(Cl)c3)c(=O)[nH]c12` (stereo unspecified)?
EP2 mod: 9.4

What do the screens show for `CCOc1ccc(OCC)c(NC(=O)CSc2nc3ccc(C)cc3cc2C#N)c1`?
EP2 mod: -5.0

How did CC(=O)Nc1ccc(OCC[n+]2ccc(CCS(=O)(=O)[O-])cc2)cc1 do in these assays?
EP2 mod: -35.4

What do the screens show for `COCC(=O)Nc1ccncc1`?
EP2 mod: 1.1

What do the screens show for `Cc1ccccc1C1(O)CCN(CC(O)c2ccc(N3CCCC3=O)cc2)CC1` (stereo unspecified)?
EP2 mod: -27.6

Results for O=C(NCc1ccccc1)C1CCCN(S(=O)(=O)c2ccc(-n3cnnn3)cc2)C1 (stereo unspecified) ?
EP2 mod: -11.0

How did CC(Sc1nnc(-c2ccccc2)n1N)C(=O)O (stereo unspecified) do in these assays?
EP2 mod: 20.7

How did CC(C)n1c(SCC(=O)Nc2nc(C(C)(C)C)cs2)nc2c1c(=O)n(C)c(=O)n2C do in these assays?
EP2 mod: 57.1

How did CCc1nc2ccc(NC(=O)c3cc4c([nH]c3=O)CCCCC4)cc2[nH]1 do in these assays?
EP2 mod: -73.0

Results for CCC(=O)N1CCc2cc(C(O)CN3CCC(O)(c4cccc(C)c4)CC3)ccc21 (stereo unspecified) ?
EP2 mod: -15.8

What do the screens show for `Cc1c(CN2CCN(C3CCCCC3)C(=O)C2)cnn1Cc1ccccc1`?
EP2 mod: -10.1

Results for COc1cccc(CNCC(=O)N2CCCC2)c1 ?
EP2 mod: -5.1

What do the screens show for `C[C@H](Br)C(=O)c1ccc2cc(Br)c3ccccc3c2c1`?
EP2 mod: 47.3

How did CCCc1nc2cc(NC(=O)c3cnc(C(C)(C)C)nc3)ccc2n1C do in these assays?
EP2 mod: -39.0

What do the screens show for `Cc1ccc2c(c1)cc(CN(Cc1cccnc1)C(=O)C1CCC1)c1nnnn12`?
EP2 mod: 6.3

What do the screens show for `COc1ccc(NC(=S)N(Cc2ccco2)Cc2cc3ccc(C)c(C)c3[nH]c2=O)cc1`?
EP2 mod: 14.3

How did CC1=NN(C(=O)c2ccccc2Cl)C(O)(C2CCCCC2)C1 (stereo unspecified) do in these assays?
EP2 mod: 56.8

How did O=S1(=O)CC(N2CCOCC2)C(N2CCOCC2)C1 (stereo unspecified) do in these assays?
EP2 mod: -16.3

Results for COc1nc(Cl)nc(Cl)c1Cl (tested in a mixture with another compound) ?
EP2 mod: 20.4

What do the screens show for `COc1cccc(C2NC(=O)NC(C)=C2C(=O)OC(C)(C)C)c1` (stereo unspecified)?
EP2 mod: -16.2

What do the screens show for `CCc1nn(Cc2ccccn2)c(=O)c2cc3sccc3n12`?
EP2 mod: -12.7

How did COc1ccc(S(=O)(=O)N(CC(=O)NCc2ccco2)c2cccc(Cl)c2)cc1 do in these assays?
EP2 mod: 11.7

How did COC(=O)c1[nH]c2ccc(F)cc2c1N do in these assays?
EP2 mod: -31.9

What do the screens show for `OC(CN1CCC2(CC1)CC(O)c1ccccc1O2)c1ccccc1` (stereo unspecified)?
EP2 mod: -57.3

How did C#CCOc1c(Cl)cc(C=C2C(=O)NC(=O)NC2=O)cc1OCC do in these assays?
EP2 mod: -60.1

How did CCn1c(CN2CCC3(CC2)Nc2ccccc2-n2cccc23)nc2ccccc21 do in these assays?
EP2 mod: -32.8

What do the screens show for `COc1ccc(N2CC(C(=O)Nc3ccccc3OC)CC2=O)cc1` (stereo unspecified)?
EP2 mod: -11.7

How did COc1ccc(OC)c(-n2nnnc2SCC(=O)N2CCc3ccccc32)c1 do in these assays?
EP2 mod: -57.0

How did Cc1ccc2nc(C3CCN(C(=O)C4CC4)CC3)[nH]c2c1 do in these assays?
EP2 mod: 12.2

How did CCN(CC)c1nc2c(c(=O)[nH]c(=O)n2C)n1Cc1cccc2ccccc12 do in these assays?
EP2 mod: 18.6

Results for Cc1cc2cc(C)c3nnc(SCC(=O)c4ccc(F)cc4)n3c2cc1C ?
EP2 mod: 30.2

What do the screens show for `CC(C)N1CCC(CNC(=O)Cn2ccc3ccc(F)cc32)CC1`?
EP2 mod: -14.5

What do the screens show for `CCc1ccc(N(CC(=O)NC(C)(C)C)C(=O)CNC(=O)c2cccs2)cc1`?
EP2 mod: 6.3

How did O=C(c1cnn2cccnc12)N1CCCC(c2ncncc2-c2ccncc2)C1 (stereo unspecified) do in these assays?
EP2 mod: 6.8

What do the screens show for `Cc1ccc2[nH]c(=O)c(CN(CCCO)C(=O)c3ccc(Br)cc3)cc2c1`?
EP2 mod: -13.6

What do the screens show for `CCn1c(CSc2nc(C)cc(C)n2)nnc1SCC(=O)c1ccc(OC)cc1`?
EP2 mod: -7.4

How did NC(=O)CSc1ncc(-c2ccc(F)cc2)n1Cc1ccco1 do in these assays?
EP2 mod: 15.4

Results for CCCn1c2c(c(O)c(C(=O)NCCN(CC)CC)c1=O)CCCC2 ?
EP2 mod: -76.1

Results for COc1cccc(OC)c1C(=O)Nc1ccccc1N1CCCCC1 ?
EP2 mod: 53.0

How did CCc1[nH]nc2c1C1(C(=O)N(C)c3ccccc31)C(C#N)=C(N)O2 (stereo unspecified) do in these assays?
EP2 mod: 0.1

Results for O=C(CSc1nc2cc(Cl)ccc2s1)NC1CCCC1 ?
EP2 mod: -71.7

Results for CCc1ccc(-n2c(SCC(=O)N3CCCCC3)nnc2-c2cccnc2)cc1 ?
EP2 mod: 6.9
